SUMO1-SIM PPI – alters human SUMO1 binding to SIM partners; P63165; SUMO1 binding to a labelled peptide, TR-FRET, 1 h; inhibition, % at 20 µM; 360,000 compounds, 0.33% hits; AID 602429; in the data active means inhibition above about 37%
Neddyl block – inhibitors of human cullin neddylation | calls only at 25 µM | TR-FRET cullin neddylation, biochemical | 360,000 compounds, 0.58% hits | AID 651699; in the data active means inhibition above about 36%
Rpn11 block – Rpn11 (human) deubiquitinase inhibition; 360,000 compounds, 0.59% hits; AID 588493; human 26S proteasome, Ub4-pepOG fluorescence polarization; 20S core pre-blocked with epoxomicin; calls only at 20 µM; O00487;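 active means inhibition at 20 µM, scaled to each plate's controls, above about 33%, limit read from the data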
CSN deneddyl inh – blocks human CSN-mediated cullin deneddylation | inhibition, % at 12.5 µM | Q92905 | Purified CSN, SCF-Nedd8-OG deneddylation, fluorescence polarization | 360,000 compounds, 0.38% hits | AID 651999;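 active means pattern-corrected inhibition above about 35%, with an unprinted fluorescence ratio check between 0.5 and 1.5, limit read from the data, passing the limit was not always enough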;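 further: 0% = enzyme with substrate and 100% = substrate without enzyme; some results filed as inactive read as strong as hits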
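assay system = purified human Csn5 enzyme expressed in HEK293T cells | amount = 0.24 nM enzyme | buffer or medium = Tris/NaCl/DTT buffer, pH 7.5 | reagent = 10 nM SCFSkp2-Nedd8OG | compound = one concentration, 12.5 µM, 0.25% DMSO | times = 90 min reaction at room temperature | signal = FP | read-out basis = % inhibition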
STEP block – blocks human striatal-enriched tyrosine phosphatase; P54829; inhibition, % at 20 µM; AID 588621; recombinant STEP, OMFP fluorogenic substrate, fluorescence; 360,000 compounds, 0.25% hits;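 active means inhibition at 20 µM, scaled per plate between control wells, above about 37%, limit read from the data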;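 further: 0% = DMSO with enzyme and substrate and 100% = substrate only without enzyme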
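Test system: STEP tyrosine phosphatase / Reagent: OMFP at 25 µM / Doses: 20 µM, 1% DMSO / Read-out: percent inhibition scaled to no-enzyme and uninhibited-enzyme controls, plate-pattern corrected / Detection: FITC-channel fluorescence of OMFP product / Medium: Bis-Tris buffer pH 6.0, 2.5 mM DTT, 0.005% Tween 20 / Schedule: 20 min at room temperature, dark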
NadD block – NadD (S. aureus) enzyme inhibition. purified NadD enzyme, colorimetric absorbance read-out. inhibition, % at 20 µM. 360,000 compounds, 0.78% hits. AID 602399; in the data active means inhibition above about 26%; further: some compounds past the cut are filed as inactive
DNMT1 inh – blocks human DNA methyltransferase DNMT1 | DNMT1 molecular beacon, Hinp1I cleavage, fluorescence | inhibition (reported as % activation of signal), % at 10 µM | 360,000 compounds, 0.83% hits; in the data active means inhibition above about 50%
Target sequence (P26358 504-1616 limits assumed): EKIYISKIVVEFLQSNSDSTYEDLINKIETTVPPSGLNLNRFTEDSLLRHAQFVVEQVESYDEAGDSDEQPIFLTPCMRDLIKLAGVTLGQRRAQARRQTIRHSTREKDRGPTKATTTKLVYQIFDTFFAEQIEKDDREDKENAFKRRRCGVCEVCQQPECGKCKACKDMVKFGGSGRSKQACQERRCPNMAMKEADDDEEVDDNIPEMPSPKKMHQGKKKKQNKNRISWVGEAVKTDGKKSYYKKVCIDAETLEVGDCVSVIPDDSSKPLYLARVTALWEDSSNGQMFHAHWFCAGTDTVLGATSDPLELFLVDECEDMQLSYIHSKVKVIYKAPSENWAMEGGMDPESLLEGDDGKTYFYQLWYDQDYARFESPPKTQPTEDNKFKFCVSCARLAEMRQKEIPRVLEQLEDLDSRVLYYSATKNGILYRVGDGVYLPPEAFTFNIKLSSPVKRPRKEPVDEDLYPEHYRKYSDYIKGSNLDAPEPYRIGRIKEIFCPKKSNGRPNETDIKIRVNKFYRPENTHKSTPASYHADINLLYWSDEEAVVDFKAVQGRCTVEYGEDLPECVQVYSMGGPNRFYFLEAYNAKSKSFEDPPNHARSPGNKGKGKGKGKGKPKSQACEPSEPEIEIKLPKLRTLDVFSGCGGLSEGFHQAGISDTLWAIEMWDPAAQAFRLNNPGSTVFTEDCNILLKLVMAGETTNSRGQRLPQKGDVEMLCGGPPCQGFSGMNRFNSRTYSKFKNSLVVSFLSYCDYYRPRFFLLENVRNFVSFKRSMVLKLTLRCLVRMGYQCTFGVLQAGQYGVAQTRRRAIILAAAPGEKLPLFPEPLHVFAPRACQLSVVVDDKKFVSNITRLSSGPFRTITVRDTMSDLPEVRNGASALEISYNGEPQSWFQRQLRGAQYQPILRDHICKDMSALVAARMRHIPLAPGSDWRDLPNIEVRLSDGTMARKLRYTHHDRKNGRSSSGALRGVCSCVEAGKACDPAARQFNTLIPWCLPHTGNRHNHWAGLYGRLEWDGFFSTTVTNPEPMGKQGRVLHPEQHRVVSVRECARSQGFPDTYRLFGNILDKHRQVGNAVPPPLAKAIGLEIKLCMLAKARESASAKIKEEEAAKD
Rin1 Abl inh – blocks binding of human Rin1 to Abl; TR-FRET Rin1/Abl binding, biochemical; inhibition, % at 7.35 µM; 360,000 compounds, 0.4% hits; in the data active means inhibition above about 5%, passing the limit was not always enough
Scp-1 inhibitor – Scp-1 (human) phosphatase inhibition; inhibition, % at 20 µM; 340,000 compounds, 0.88% hits; Q9GZU7; Recombinant Scp1, phosphopeptide, malachite green phosphate absorbance; AID 493091;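 active means inhibition above about 50% at 20 µM, limit read from the data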;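 further: plate controls were DMSO wells with enzyme for no effect and wells lacking enzyme for full effect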
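Times: enzyme reaction 45 min at room temperature, colour 5 min, stabilisation 30 min. Material: SCP-1 catalytic fragment, aa 76-261. Medium: Acidic Tris acetate buffer with magnesium and detergent. Signal: colorimetric free-phosphate detection, absorbance 630 nm. Read-out basis: % inhibition of SCP-1 phosphate liberation. Reagent: Phosphorylated 17-residue peptide substrate.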
LMPTP block – blocks human LMPTP phosphatase. 360,000 compounds, 0.22% hits. inhibition, % at 20 µM. P24666. AID 651560. recombinant LMPTP-A, OMFP fluorogenic substrate, fluorescence intensity;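 active means compounds that cut the enzyme signal by at least half of the control window in the single-dose screen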;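 further: plate controls were DMSO wells with enzyme plus substrate for no effect and substrate without enzyme for full effect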
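Test system – LMPTP-A phosphatase enzyme · Quantity – 0.625 nM LMPTP-A final · Reagent – OMFP substrate, 400 µM final · Dosing – one test concentration per compound, 20 µM, with 3% DMSO overall · Timing – 50 min enzyme reaction at room temperature, protected from light · Detection – fluorescence intensity · Controls – substrate-only low control, DMSO enzyme-plus-substrate high control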
Starred values were filed as active, the others as inactive; i = inactive; nt = not tested or not shown; & = joins results of further samples; ! = repeats disagree. Compounds as they come. About 3.8% of those tested had a hit in this group.

SMILES	SUMO1-SIM PPI	Neddyl block	Rpn11 block	CSN deneddyl inh	STEP block	NadD block	DNMT1 inh	Rin1 Abl inh	Scp-1 inhibitor	LMPTP block
O=C(N/N=C/c1cc(Br)cc(Br)c1O)c1cccc(N2CCCC2=O)c1	13	i	nt	0	0	33*	2	1	-1	2.2
O=C(NC1CCCCC1)C(c1ccc(Cl)cc1)N(C(=O)c1cnccn1)c1ccc2c(c1)OCO2 (configuration not stated)	-1	i	i	1	-2	1	-3	0	-7	-1.1
CCCCCCN1C[C@@H](O)[C@H](n2cc(C3CC3)nn2)C[C@@H]1c1ccc(C)cc1	-1	i	i	2	3	6	5	-2	nt	-2.1
Nc1ccc(O)c([N+](=O)[O-])c1	-24	i	i	1	-1	-1	-3	-7	-6	-4.3
NS(=O)(=O)c1ccc(NC(=O)CCC(=O)c2cccs2)cc1	4	i	i	3	0	1	-4	2	6	-2.9
O=C(OCCc1cc2ccccc2c(=O)o1)N1CCOCC1	5	i	i	-3	0	-3	3	12*	-6	0.6
CCOC(=O)N1CCN(C(=O)CS(=O)(=O)Cc2nc(-c3ccccc3C)oc2C)CC1	1	i	i	-2	4	-5	1	-2	2	-0.4
Cc1cc(C)n2cc(CSCc3ccccc3)nc2n1	-1	nt	i	4	3	-2	1	2	-4	-0.1
O=C(Nc1ccc(F)cc1)N(CCCN1CCOCC1)Cc1cc2cc3c(cc2[nH]c1=O)OCCO3	0	i	i	-3	-1	-5	8	0	6	-1.4
OC[C@H]1O[C@@H](Oc2ccc3cc(Br)ccc3c2)[C@H](O)[C@@H](O)[C@H]1O	-12	i	i	0	0	0	3	-8	-10	-0.9
CCc1c(-c2ccccc2OC)ncn1Cc1cccc(-c2ccccc2)c1	0	i	nt	2	nt	nt	nt	nt	nt	4.6
O=C(Nc1nnc(-c2ccc(Cl)cc2)o1)C1=COCCO1	1	i	i	-1	3	4	13	-2	1	-0.9
COc1ccc(S(=O)(=O)N2CCN(CC(=O)Nc3cccc(OC)c3)CC2)cc1	3	i	i	-2	-3	2	-3	0	-7	0.5
CC(Sc1ccc(Cl)cc1)C(=O)NCC(c1ccco1)N1CCCCC1 (configuration not stated)	-9	i	i	-4	-3	-5	2	-1	-1	-7.7
C[C@@H]1CCCCO[C@H](CN(C)C(=O)Nc2ccc(F)cc2)[C@@H](C)CN([C@H](C)CO)C(=O)c2cc(NC(=O)c3ccccc3)ccc2O1	4	i	i	5	0	5	2	-1	nt	0.2
CCOP(=O)(OCC)c1nc(-c2ccc(C)cc2)oc1NCc1ccccc1	1	nt	i	3	2	0	-1	1	-1	-0.4
Oc1ccc(Cl)cc1-c1cc(C(F)(F)C(F)F)nc(-c2ccccc2)n1	3	i	i	-1	0	5	1	2	-2	1.8
O=C(OC(C(=O)NC1CCCC1)c1cccnc1)C1=Cc2ccccc2OC1 (configuration not stated)	-6	i	i	1	-4	0	0	5	-3	-0.5
COc1cc(OC)cc(C(=O)Nc2cccc(NC(=O)c3cccs3)c2)c1	6	i	i	-4	-2	-3	-5	-2	nt	1.2
CC(=O)Nc1cccc(-c2ccnc3c2CC(C(=O)NC(C)C)O3)c1 (configuration not stated)	4	i	i	-3	-2	-2	4	-1	nt	-0.3

Six entries from above, sorted by SMILES length, low to high:
SMILES	SUMO1-SIM PPI	Neddyl block	Rpn11 block	CSN deneddyl inh	STEP block	NadD block	DNMT1 inh	Rin1 Abl inh	Scp-1 inhibitor	LMPTP block
Cc1cc(C)n2cc(CSCc3ccccc3)nc2n1	-1	nt	i	4	3	-2	1	2	-4	-0.1
CC(=O)Nc1cccc(-c2ccnc3c2CC(C(=O)NC(C)C)O3)c1 (configuration not stated)	4	i	i	-3	-2	-2	4	-1	nt	-0.3
O=C(OC(C(=O)NC1CCCC1)c1cccnc1)C1=Cc2ccccc2OC1 (configuration not stated)	-6	i	i	1	-4	0	0	5	-3	-0.5
CCOC(=O)N1CCN(C(=O)CS(=O)(=O)Cc2nc(-c3ccccc3C)oc2C)CC1	1	i	i	-2	4	-5	1	-2	2	-0.4
CCCCCCN1C[C@@H](O)[C@H](n2cc(C3CC3)nn2)C[C@@H]1c1ccc(C)cc1	-1	i	i	2	3	6	5	-2	nt	-2.1
O=C(Nc1ccc(F)cc1)N(CCCN1CCOCC1)Cc1cc2cc3c(cc2[nH]c1=O)OCCO3	0	i	i	-3	-1	-5	8	0	6	-1.4

Continued.
SMILES	SUMO1-SIM PPI	Neddyl block	Rpn11 block	CSN deneddyl inh	STEP block	NadD block	DNMT1 inh	Rin1 Abl inh	Scp-1 inhibitor	LMPTP block
O=C(NNc1nc2ccc(F)cc2s1)c1cccc(F)c1	3	i	i	-5	3	5	-6	-1	-6	5.5
CCC(=O)NCCNc1nc2cc(C)cc(C)c2cc1C#N	-3	nt	i	7	1	11	-1	0	14	0.3
CS/C(=N\S(=O)(=O)c1cccs1)Nc1ccc(N2CCOCC2)cc1	4&1	i	i	3&-5	0&2	3&-4	83*!	0&0	-5	-0.2&-1.0
Cc1cc(C(=O)COC(=O)C2=COCCO2)c(C)n1-c1cccc(F)c1	4	i	i	4	-2	-3	10	-5	-6	1.2
N#Cc1ccccc1OCC(=O)NNC(=O)c1ccncc1	-1	i	i	-1	-2	-1	6	1	-6	-2.9
O=C(NC1CCCCC1)NC1CCN(S(=O)(=O)Cc2ccccc2)CC1	2	i	i	-2	0	1	4	-2	-5	0.7
COc1ccc(OCCC(=O)OCC(=O)Nc2ccc(S(=O)(=O)N3CCOCC3)cc2)cc1	-1	i	i	7	-2	-5	11	-2	2	0.5
CC(=O)c1cccc(NC(=O)N2CCCC2C(=O)NCc2ccc3c(c2)OCO3)c1 (configuration not stated)	1	i	i	-4	-2	-4	0	5	-15	0.0
O=C1NNC(c2ccccc2)=N/C1=C\c1ccccc1	-8	i	i	0	9	0	-13	0	-11	1.9
Cc1ccc(-n2nnnc2SCC#N)cc1	6	i	i	0	-1	-3	3	1	-12	4.0
COc1ccccc1NC(=O)CCC(=O)OCc1cccc([N+](=O)[O-])c1	-13	i	i	-3	-1	-1	-3	0	-7	-1.3
O=C(NNS(=O)(=O)c1ccccc1C(F)(F)F)c1cc2ncc(C(F)(F)F)cc2s1	-1	i	i	-2	0	0	5	1	-15	-1.3
O=C(NCCN1CCOCC1)c1ccc(NS(=O)(=O)c2ccccc2)cc1	-1	i	i	3	2	-4	3	1	-2	-0.6
CCOc1ccc(Cl)cc1CNCCNCCO	-1	i	i	4	-2	0	0	1	-8	-3.0
Cc1cc(=O)oc2cc(OCC(=O)N3CCCc4ccccc43)ccc12	23	i	i	-2	1	4	2	-2	0	-1.3
COc1ccc(Cl)cc1NC(=O)CN(C)C(=O)c1cccc(-n2cnnn2)c1	0	i	i	6	0	2	-2	2	4	0.6
Cn1c(=O)c2c(-c3ccccc3)n(-n3cnnc3)cc2n(C)c1=O	-1	i	i	1	-4	4	2	0	1	-0.4
N#Cc1c(NC(=O)c2ccco2)sc2c1CCC2	16	i	i	39*	22	-5	54*	-4	63*	24
Cc1cc(C)c(S(=O)(=O)N2CCOC2CNC(=O)C(=O)NCc2ccccn2)c(C)c1 (configuration not stated)	-1	i	i	2	0	-3	0	2	1	-1.4
CC1(C(=O)NCc2cc(F)cc(C(F)(F)F)c2)C=CC2(CCCCC2)N1C(=O)c1ccccc1 (configuration not stated)	6	i	i	-4	0	-5	0	0	-10	-0.1
CSC(=NS(=O)(=O)c1ccccc1)SC	-2	i	i	-4	1	2	-1	-2	-2	-3.2
CN(C)CCN1C(=O)c2oc3ccccc3c(=O)c2C1c1cccc(Br)c1 (configuration not stated)	-5	i	i	-2	-25	-10	2	-2	-9	-3.5
Cc1c(NC(=O)c2ccc(-c3ccccc3)cc2)cccc1C(=O)O	2	i	i	-4	0	-8	2	-1	-17	-0.3
CC(Cc1n[nH]c(=S)n1N)c1ccccc1 (configuration not stated)	4	i	i	6	8	-1	2	0	-3	-2.6
COc1cc2ncnc(NCc3ccc4c(c3)OCO4)c2cc1OC	3	i	i	3	-1	-4	3	2	-7	3.3
N#Cc1ccccc1NC(=O)CNc1ccccc1N1CCCCC1	-3	i	i	0	1	2	-5	-5	-5	2.1
O=C(Nc1cc(C(F)(F)F)ccc1N1CCCC1)C1CC(=O)N(Cc2ccccc2)C1 (configuration not stated)	8	i	i	0	-1	-7	2	3	nt	0.5
Cc1cc(Cl)c(S(=O)(=O)Nc2ccon2)cc1OCC(=O)NC1CCCCC1	0	i	i	-3	-1	-8	0	1	-1	0.1
CCCS(=O)(=O)c1nc(S(=O)(=O)c2ccc(C)cc2)c(N2CCCC2)s1	-9	i	i	-7	3	-6	-3	0	-2	-0.7
COC(=O)c1cccc(NC(=O)CC2NCCNC2=O)c1 (configuration not stated)	1	i	i	1	-5	-10	1	0	-8	-2.7
CCCCn1nnnc1C(c1ccccc1)N1CCN(C(C)=O)CC1 (configuration not stated)	0	i	nt	-2	nt	-1	nt	nt	nt	-0.7
CCN(C(=O)CSc1nnc(-c2c[nH]c3ccccc23)n1C1CC1)C1CCS(=O)(=O)C1 (configuration not stated)	0	i	i	-2	-1	2	1	1	-8	-0.9
O=C(Nc1ccc2c(c1)C(=O)OC2)c1ccc(F)cc1F	1	i	i	-3	-3	-2	-1	1	-7	-0.7
Cc1cc(NC(=O)COC(=O)C2CC(=O)N(c3ccc(Br)cc3)C2)no1 (configuration not stated)	5	i	i	1	2	-4	0	3	-4	-0.5
CCCc1cc(=O)n2[nH]c(C(F)(F)F)nc2n1	3	i	i	-2	1	-3	1	3	-1	-1.3
C[C@H](CO)N1C[C@H](C)[C@@H](CN(C)S(=O)(=O)c2ccccc2)Oc2c(cccc2N(C)C)C1=O	2	i	i	-8	0	0	1	4	1	-0.1
COc1ccc(N2CCN(CCCNC(=O)C3CCCN(S(=O)(=O)c4cnc[nH]4)C3)CC2)cc1 (configuration not stated)	3	i	i	-3	2	-3	1	-1	0	-0.3
COc1ccc(OC)c(NC(=S)NCCN2CCOCC2)c1	-4	i	i	1	0	-4	0	3	-1	-2.3
CCOC(=O)c1c(C)n(OCc2ccccc2)c2ccc3nonc3c12	-1	nt	i	3	3	5	-4	3	4	0.1
CN(C)C(=O)c1nc2ccc(Cl)cn2c1CN1CCCC(OCc2cccnc2)C1 (configuration not stated)	-3	i	i	-1	-3	2	5	1	-4	-0.8
O=C(COC(=O)c1ccccc1Br)Nc1ccc(F)cc1	-1	i	i	-8	0	1	0	0	-7	0.9
